# Source: PubChem BioAssay
# hERG WT inh – KCNH2 (human, wildtype) channel inhibition; U2OS, BacMam KCNH2, thallium flux FluxOr; hits give low values; Q12809; activity change, % at 1.84 µM; 340,000 tested, 0.37% active; AID 720551;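 active means maximum activity change below -70%; inconclusive means maximum activity change between -70% and -50%; inactive means maximum activity change above -50%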; further: on the % scale 0 is the no-effect control and ±100 the full control effect
# Target sequence (Q12809 whole entry, looked up): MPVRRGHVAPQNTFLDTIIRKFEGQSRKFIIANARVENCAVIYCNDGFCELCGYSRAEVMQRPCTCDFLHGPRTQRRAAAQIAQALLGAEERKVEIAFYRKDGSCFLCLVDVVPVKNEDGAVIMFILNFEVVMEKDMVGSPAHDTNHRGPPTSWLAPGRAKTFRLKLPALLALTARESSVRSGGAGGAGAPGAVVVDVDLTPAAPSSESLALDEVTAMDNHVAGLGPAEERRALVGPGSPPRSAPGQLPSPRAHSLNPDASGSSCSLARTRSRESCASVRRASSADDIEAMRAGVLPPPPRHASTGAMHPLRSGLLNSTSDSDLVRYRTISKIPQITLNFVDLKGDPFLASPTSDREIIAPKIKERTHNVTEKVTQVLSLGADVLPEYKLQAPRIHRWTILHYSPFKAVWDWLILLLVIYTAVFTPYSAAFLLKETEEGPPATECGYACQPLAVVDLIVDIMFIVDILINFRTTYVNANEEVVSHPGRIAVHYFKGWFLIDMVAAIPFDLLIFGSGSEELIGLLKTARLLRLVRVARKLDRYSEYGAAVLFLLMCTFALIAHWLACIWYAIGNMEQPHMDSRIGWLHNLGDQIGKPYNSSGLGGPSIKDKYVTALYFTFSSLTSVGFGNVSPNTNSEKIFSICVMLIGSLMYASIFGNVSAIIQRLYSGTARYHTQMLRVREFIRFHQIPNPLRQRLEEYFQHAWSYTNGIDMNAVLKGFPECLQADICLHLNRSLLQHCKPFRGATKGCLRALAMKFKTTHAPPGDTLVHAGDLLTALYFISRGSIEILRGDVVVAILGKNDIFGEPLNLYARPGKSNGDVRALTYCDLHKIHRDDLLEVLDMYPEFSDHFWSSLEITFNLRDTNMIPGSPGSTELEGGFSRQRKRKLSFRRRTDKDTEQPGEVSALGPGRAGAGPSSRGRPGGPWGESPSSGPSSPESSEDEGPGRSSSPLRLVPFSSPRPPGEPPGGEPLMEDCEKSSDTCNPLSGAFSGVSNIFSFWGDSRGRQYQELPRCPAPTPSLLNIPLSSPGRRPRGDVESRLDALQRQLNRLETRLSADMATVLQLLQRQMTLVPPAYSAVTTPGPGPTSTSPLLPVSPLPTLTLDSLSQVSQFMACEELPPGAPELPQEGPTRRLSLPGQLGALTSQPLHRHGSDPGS
#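 U2OS cells transduced with wild-type KCNH2 virus are loaded with FluxOr dye for 45 min, and thallium flux is measured in kinetic reads before and after stimulation buffer. Rate constants are normalized to DMSO controls.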
# USP2a inh – inhibitors of human ubiquitin-specific protease USP2a. 330,000 tested, 0.01% active. USP2 core, Ub-CHOP2 coupled fluorogenic reporter, 485/531. O75604. AID 463254. Potency, µM (highest dose often 38.3 µM), for the others: at the top dose activity change, negative = inhibition, actives largely listed as inhibitors;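 further: potency means the concentration at half of the fitted maximal effect; plate controls were DMSO wells for no effect and full inhibition by NEM control for full effect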
#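 Cell-free coupled assay: 10nM USP2 core preincubated 30min RT with compound in Tris-HCl pH 8.0/CaCl2/CHAPS buffer, then 25nM Ub-CHOP2 and 25nM reporter substrate; fluorescence (Ex 485/Em 531) read after 60min RT, normalized to NEM inhibition, concentration-response curves fitted.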
# A-T KAP1 phos – potential ataxia-telangiectasia treatment; […] A-T fibroblasts, KAP-1 phosphorylation AlphaLISA; neocarzinostatin DNA damage 30 min before lysis; Potency, µM (top dose mostly 57.5 µM), for inactives: at the top dose activation, usual class: activators; 320,000 tested, 0.19% active; further: potency means the concentration at half of the fitted maximal effect; % of control where 0% means no effect; nearly all actives have a fitted effect of over 45% in size
#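 ATM-like activity read as KAP-1 phosphorylation via AlphaLISA donor/acceptor antibody pairs after lysis and 6 hr at 25C. Cells were ATM-null patient fibroblasts ([…], hTERT), dosed 60 min, then exposed to the DSB inducer NCS for 30 min.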
# Eya2 phos inh – inhibitors of human Eya2 phosphatase activity; Potency, µM (titrated, usually from 76.9 µM), for the others: at the highest dose activity, negative = inhibition, usual class: inhibitors; 330,000 tested, 0.006% active; recombinant Eya2, OMFP fluorescence dephosphorylation (OMFP is methylfluorescein phosphate); O00167; further: potency means the concentration at half of the fitted maximal effect; on the % scale 0 is the no-effect control and ±100 the full control effect
#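 Eya2 protein (added as 0.2 uM solution) was preincubated with compound for 10 min at ambient temperature in 50 mM HEPES pH 7.5, 50 mM NaCl, 5 uM MgCl2, 0.05% BSA, 1 mM DTT. OMFP (added at 50 uM) then reacted 10 min; fluorescence read at 485/525 nm.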
# KCNH2 3.1 block – blocks the human KCNH2 3.1 channel isoform. 340,000 tested, 0.95% active. activity change, % (tested at about 1.8 µM). U2OS KCNH2 3.1, thallium flux FluxOr; hits give low values;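 active means maximum activity change below -70%; inconclusive means maximum activity change from -70% to -50%; inactive means maximum activity change above -50%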;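 further: thallium influx rate constant from kinetic fluorescence after stimulation buffer; on the % scale 0 is the no-effect control and ±100 the full control effect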
#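 Kinetic fluorescence (2 min after stimulation buffer) measures Tl+ influx through KCNH2 3.1 expressed by viral transduction in U2OS cells; the rate constant is normalized against DMSO controls serving as positive and negative references.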
# TRPV1 agonist – human TRPV1 agonism; 320,000 tested, 0.19% active; activation, % at 8.33 µM; AID 540275; TRPV1-expressing cells, Fluo-8 calcium influx, agonist mode; in the data active means activation above about 80%; inconclusive means between about 30% and that limit; further: 0% is about no effect
#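 Cells expressing TRPV1 were dye-loaded with Fluo-8 and read kinetically: 10 s baseline, 3 min after compound (agonist portion), then 2 min after EC20 capsaicin (allosteric enhancer portion). Calcium-bound dye fluorescence at 480/520 nm.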
# Mito fusion yeast – mitochondrial division inhibition or fusion activation; AID 485298; 320,000 tested, 0.23% active; Potency, µM (top dose mostly 46.1 µM), inactives show at the top dose growth rescue (activation), hits mostly activators; S. cerevisiae fusion-defective mutant growth rescue, CellTiterGlo 48 h;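 further: potency means the concentration at half of the fitted maximal effect; % of control where 0% means no effect; nearly all actives have a fitted effect of over 45% in size; temperature-sensitive fusion mutants such as fzo1-1 at 37 °C on non-fermentable ethanol glycerol medium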
#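 Temperature-sensitive fusion-defective S. cerevisiae (e.g. fzo1-1, mgm1-5) were grown with compound in YPEG medium (3% ethanol, 3% glycerol) for 48 hours at 37C. Growth rescue was measured as viability by CellTiterGlo luminescence after 10 minutes at ambient.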
# ELG1 repair inh – inhibitors of ELG1-dependent DNA repair in HEK293T cells; HEK293T ELG1-luciferase reporter, luminescence, 16 h; DNA damage induced by 5-fluorouridine; Potency, µM (doses to about 46.1 µM), for the others: at the top dose activity change, negative = inhibition, actives largely listed as inhibitors; 330,000 tested, 2.3% active; AID 504467; further: potency means the concentration at half of the fitted maximal effect; on the % scale 0 is the no-effect control and ±100 the full control effect; nearly all actives have a fitted effect of over 55% in size
#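 DMSO vehicle served as the neutral condition. Each well held 2,000 cells given 5-fluorouridine plus compound; after 16 hr at 37 °C/5% CO2, ONE-Glo was added and luciferase measured 30 min later.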
# TCR activator – activators of T cell receptors; primary human leukocytes, anti-CD3, IL-2 HTRF, 48 h; Potency, µM (top dose mostly 9.22 µM), inactives show top-dose activation of IL-2 secretion, actives largely listed as activators; 330,000 tested, under 10 active; AID 504894; further: % of control where 0% means no effect
#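 Primary human leukocytes incubated 48 hr with anti-CD3 beads plus compound, without co-stimulation. Secreted IL-2 measured by HTRF (europium cryptate/d2 anti-IL-2 pair, 320 nm excitation, 665 nm emission).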
# TSHR antag – blocks TSH signaling through the human TSH receptor. AID 504810. TSHR-expressing cells, TSH-stimulated cAMP HTRF, 2 h; hits give low values. P16473. activity change, negative = inhibition, % at 11.5 µM. 330,000 tested, 0.2% active;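 active means activity change below a set negative limit, meaning inhibition stronger than a set level, cut at about -70% in these data; inconclusive means activity change between two set negative limits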; further: on the % scale 0 is the no-effect control and ±100 the full control effect
#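 TSHR-expressing cells were treated with compounds, then stimulated with TSH at EC80 (4nM final) for 2 hours at 37 deg C. Cellular cAMP was measured by HTRF competition between lysate cAMP and cAMP-d2 for a cryptate-labelled anti-cAMP antibody.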
# * = called active by the depositor; ? = inconclusive; . = not tested or not shown; [ ] = remark or other dose. Unless noted, the call rests on the fitted dose curve; in most records, active means well fitted curve in the direction sought with a large enough effect; inconclusive means small, poorly fitted or top-dose-only effect, or another doubt; inactive means no such curve, though single readings can be large; an effect the other way counts as inactive or inconclusive. Only part of the results is shown (hit frequency here may not be typical).
SMILES,hERG WT inh,USP2a inh,A-T KAP1 phos,Eya2 phos inh,KCNH2 3.1 block,TRPV1 agonist,Mito fusion yeast,ELG1 repair inh,TCR activator,TSHR antag
CCCCCN(C(=O)CCC(=O)OCc1cccc(C(F)(F)F)c1)c1c(N)n(CCCC)c(=O)[nH]c1=O,11.7,2.4%,8.7%,5.9%,-17.4,6.8,-2.9%,10.1%,-3.6%,-18.3
O=C(COC(=O)c1ccc(Cl)c(S(=O)(=O)N2CCCCC2)c1)NCCc1ccccc1,15.4,0.2%,3.4%,-35.4%,-4.4,-1.7,18.0%,12.3%,-4.3%,-7.8
COc1ccc(C(=O)OCC(=O)c2ccc(S(=O)(=O)N3CCCCC3)cc2)c(OC)c1,7.4,-7.5%,-3.3%,-5.9%,5.8,-5.4,9.0%,?,.,17.3
O=C(O)c1cc(N/N=C/c2ccc(-c3ccc(F)cc3)o2)ccc1Cl,-0.9,-6.5%,0.8%,-4.3%,-15.8,-1.8,3.6%,?,-5.7%,-17.8
O=C(COC(=O)C12CC3CC(CC(C3)C1)C2)Nc1ccc([N+](=O)[O-])cc1Br,6.3,3.4%,5.8%,2.0%,16.1,1.2,0.6%,?,-3.5%[46.1 µM],5.1
CN(C(=O)COC(=O)c1cc(F)c(F)cc1Cl)c1ccccc1,-11.9,-1.4%,-0.1%,15.6%,16.3,27.8,2.2%,11.8%,2.2%,.
Cc1cc(-c2onc3ccc(Cl)cc23)ccc1O,-1.2,0.6%,-5.4%,12.7%,-6.3,-1.4,5.4%,-15.5%,-0.6%,13.2
Cc1cc(NC(=O)CN2CCN(c3ccccc3O)CC2)no1,24.3,-0.7%,2.6%,7.7%,5.6,-1.4,-4.2%,?,-0.1%,-2.5
COc1ccccc1NS(=O)(=O)c1cccc(C(=O)N/N=C(\C)c2ccc3c(c2)OCCO3)c1,-2.1,3.6%,-7.3%,3.4%,-24.4,5.0,-3.9%,?,0.3%[46.1 µM],11.7
c1ccc(-c2ccc(C3=Nn4c(nnc4-c4cccs4)SC3)cc2)cc1,8.8,2.2%,3.6%,2.1%,-47.8,17.0,-15.2%,?,2.5%,4.5
COc1cc(C(=O)NNC(=O)COc2ccccc2Cl)ccc1OCC(=O)N1CCOCC1,0.0,-2.1%,0.6%,-16.3%,23.4,0.4,-7.1%,-0.8%,15.1%,-9.4
COc1ccc(S(=O)(=O)N2CCN(CC(=O)N3CCc4ccccc4C3)CC2)cc1OC,8.5,1.1%,-1.5%,-4.3%,-15.9,0.4,-3.5%,-16.0%,-2.0%,2.8
COc1cc(S(=O)(=O)Nc2ccc(C)cc2)ccc1NC(=O)c1ccncc1,-1.2,6.2%,-0.4%,-3.3%,-9.4,9.7,3.2%,?,-0.6%[46.1 µM],-0.6
CCc1nc(N2CCC3(CC2)OCCO3)c2nnn(Cc3ccccc3)c2n1,0.2,-2.6%,3.7%,-5.8%,-7.8,?,-0.8%,?,3.7%,-2.3
O=C(Nc1ccc(F)c(Cl)c1)c1ccc2c(c1)OCO2,0.7,-1.1%,11.2%,14.0%,-11.4,?,-0.9%,?,.,-8.0
CC(=O)Nc1c(O)[nH]c2ccccc12,-7.0,0.4%,2.2%,-39.4%,3.7,-3.1,-1.2%,3.1%,-13.2%,-3.9
Cc1ccc(C)c(N(C(=O)CNC(=O)c2ccco2)C(C(=O)NC2CCCCC2)c2cccnc2)c1 (configuration not stated),8.0,0.0%,5.0%,1.6%,-6.9,0.2,-1.4%,-10.8%,-7.1%,-8.3
CC(=C/c1ccccc1)/C=N/n1c(-c2ccco2)n[nH]c1=S,-12.8,-1.0%,-8.1%,-8.4%,-23.4,-0.8,9.7%,-9.5%,0.3%,-17.4
C/C(=N\NC(=O)c1ccc(CSc2nncn2C)cc1)c1ccc(C#N)cc1,-5.0,5.3%,-1.3%,3.6%,-5.5,-6.0,-2.5%,8.9%,-2.5%[46.1 µM],4.7
N#Cc1ccc(Oc2cccc3cccnc23)c([N+](=O)[O-])c1,-2.2,3.7%,4.4%,-1.0%,0.0,3.6,-3.7%,-1.4%,-5.4%,-6.2
CCN(CCCCCN(C)C)Cc1cc2ccccc2o1,-3.2,9.9%,.,3.3%,-2.4,-1.4,-6.3%,4.6%,-7.0%[46.1 µM],-6.4
Cc1[nH]c(=O)c(C#N)c(C)c1CCC(=O)NCc1cccc(C(F)(F)F)c1,0.9,3.4%,4.2%,-1.7%,4.7,-1.0,-1.7%,7.5%,0.3%,14.9
O=C(CNC(=O)c1cccc(Br)c1)N/N=C/c1cccnc1,-2.5,1.6%,-2.9%,?,-3.2,-1.7,-3.8%,?,1.3%,2.1
COc1ccc(C(=O)NCC(=O)OCC(=O)c2cc(OC)c(OC)c(OC)c2)cc1OC,-6.9,6.2%,-0.9%,-3.2%,6.8,-2.3,-4.5%,?,-0.1%[46.1 µM],6.0
O=C(O)C1CCCCC1C(=O)Nc1ccc(F)c(F)c1 (configuration not stated),3.8,-1.2%,-4.4%,11.9%,-1.9,4.2,3.8%,5.1%,-6.8%[46.1 µM],-1.1
O=C(Cc1ccsc1)N1CCN(S(=O)(=O)c2cc(C(F)(F)F)cc(C(F)(F)F)c2)CC1,3.9,-5.5%,3.1%,-11.1%,.,6.2,9.6%,18.3%,3.0%,51.4
O=C(CC(c1ccccc1)c1cc(Cl)ccc1O)NCCN1CCOCC1 (configuration not stated),4.0,2.7%,4.5%,-11.1%,-21.8,23.2,-2.0%,-1.0%,-6.3%,15.3
CC(C)(C)n1nc2c(c1NC(=O)c1ccc([N+](=O)[O-])cc1)CS(=O)(=O)C2,4.0,-0.5%,-1.3%,-17.8%,-5.1,-1.3,-11.9%,7.4%,1.8%,-1.3
Cc1ccc2nc3c(cc(C(=O)NCC4CCCO4)c(=N)n3CCCOC(C)C)c(=O)n2c1 (configuration not stated),-16.1,-0.4%,6.2%,-5.6%,-23.0,8.9,7.9%,-0.1%,10.5%,39.1
COc1ccc(/C=C(\NC(=O)c2ccccc2)C(=O)N2CCN(C)CC2)cc1,-37.3,1.9%,0.1%,14.4%,?,1.3,5.8%,8.9%,5.4%,-11.6
CCOc1cc(/C=N/Nc2nc(-c3cccc(S(=O)(=O)N4CCCC4)c3)cs2)ccc1O,6.3,-1.8%,-10.5%,3.3%,4.4,4.5,-10.7%,20.6µM*,-5.3%[46.1 µM],-17.3
COc1ccc(NC(=O)CNc2ccc(C#N)cc2)cc1,2.0,0.8%,-1.1%,-4.1%,3.7,2.7,-5.2%,-4.1%,-3.8%,-8.0
CCOC(=O)C1=C(C)NC2=C(C(=O)C(C(=O)OCC)C(c3ccccc3OC)C2)C1c1ccccn1 (configuration not stated),-4.1,6.9%,9.2%,7.3%,-2.2,1.1,1.8%,28.2%,-5.2%,-0.6
CCOC(=O)c1ccc(NC(=O)CCOc2ccccc2)cc1,0.2,-0.4%,2.2%,3.8%,-19.8,-0.8,0.9%,13.7%,-10.7%,0.3
COc1ccc2c(-c3ccccc3)cc3nnnn3c2c1,16.7,-5.9%,7.7%,-9.2%,-4.1,5.0,26.0%,-25.1%,4.6%,-3.5
COc1ccc(CN(C)C(=O)c2ccc(NS(=O)(=O)c3ccc(C)c([N+](=O)[O-])c3)cc2)c(OC)c1OC,-3.7,4.0%,-24.9%,-5.0%,9.6,-6.1,-0.7%,?,-38.5%,7.8
O=C(Cc1ccc([N+](=O)[O-])cc1)N1CCCCCC1,4.3,-5.3%,2.0%,2.0%,6.5,-2.9,-1.2%,1.5%,0.6%,-1.4
COc1ccc(OC)c2c1cc(C(=O)N[C@@H](Cc1ccccc1)C(=O)O)n2C,1.3,-0.7%,-9.2%,5.3%,3.6,-1.5,-0.2%,4.6%,-3.7%,-4.2
CS(=O)(=O)c1ccc(S(=O)CC(=O)OCc2ccccc2)c([N+](=O)[O-])c1 (configuration not stated),-0.1,3.1%,-8.8%,-0.4%,0.2,-0.2,6.0%,?,-4.1%,12.4
CCC(c1nnnn1CCOC)N(Cc1cc2cc(C)c(C)cc2[nH]c1=O)CC1CCCO1 (configuration not stated),-11.0,1.9%,1.3%,2.2%,0.8,1.5,-1.4%,-29.9%,3.4%,-2.5
CC(O)c1cccc(N=Cc2ccc3ccccc3c2O)c1 (configuration not stated),-6.3,3.0%,3.9%,-10.6%,9.4,19.5,1.8%,-19.4%,.,9.4
Cc1nn(-c2ccccc2)c(Cl)c1C(=O)N1CCN(c2ncnc3c2cnn3-c2ccccc2)CC1,2.4,-1.5%,-3.2%,8.2%,-1.5,-2.8,-12.8%,7.31µM*,-0.4%,?
